Assay outcomes: PubChem BioAssay, several laboratories
SKKanGAS inh = SKKanGAS growth inhibition; inhibition, % at 7.5 µM; AID 1662; actives 1.3% (n = 300,000); S. pyogenes SKKanGAS, kanamycin growth, BacTiter-Glo, 6 h;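 active = mean replicate score, as percent of positive control median, at least 50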;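 note: strain carries kanamycin resistance gene driven by streptokinase promoter and grows in 40 µg/ml kanamycin; loss of luminescence reflects streptokinase promoter inhibition or plain growth inhibition; 0% = median of DMSO wells and 100% = positive control at its reference dose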
TRPC4 PAM = allosterically enhances the mouse TRPC4 cation channel; actives 0.42% (n = 310,000); B-score at 10 µM; Q9QUQ5; HEK293 TRPC4beta/mu-opioid, DAMGO EC20, Fluo-4 Ca2+ flux; hits give high values;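 active = B-score of calcium response area above 5 SD of library B-scores, with initial fluorescence ratio within 5 SD of library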;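 note: B-score of integrated fluorescence ratio over time as area under calcium response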
TRPC6 activator = activators of mouse TRPC6 channel | Q61143 | HEK293-TRPC6 membrane potential dye fluorescence; hits give high values | B-score at 10 µM | actives 0.13% (n = 310,000);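 active = B-score of the integrated fluorescence ratio above library mean plus 3 SD, and starting fluorescence ratio within library mean plus 5 SD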;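 note: higher score means more depolarization so channel activation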
TRPC4 inh = TRPC4 (mouse) channel inhibition | Q9QUQ5 | HEK293 TRPC4beta/mu-opioid, DAMGO-evoked Fluo4 calcium flux; hits give low values | B-score at 10 µM | actives 0.39% (n = 300,000);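 active = B-score over 3 SD under the library average, no early fluorescence shift, positive overall ratio signal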
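Assay system: Stable TRPC4beta/mu-opioid receptor HEK293 cells | Reagent: DAMGO in two steps, submaximal then maximal | Compound dosing: Single concentration per test compound | Signal: Fluo4 Ca2+ flux fluorescence | Evaluation: Per-well B score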
TRPC4 agonist = activators of mouse TRPC4 channel; Q9QUQ5; HEK293 TRPC4beta/mu-opioid, Fluo4 calcium fluorescence; hits give high values; B-score at 10 µM; actives 0.49% (n = 310,000); AID 2237;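 active = B-score above 5 SD of library B-scores, and initial fluorescence ratio not above library mean plus 5 SD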;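 note: positive B-score marks a calcium rise read as TRPC4 activation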
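Test system: HEK293 cells stably co-expressing mouse TRPC4beta and mu-opioid receptor | Schedule: Fluo4 dye loading 45 min at room temperature, 110 s recording | Measured by: Kinetic Fluo4 calcium fluorescence, 5 s baseline at 1 Hz | Evaluation: B score of integrated ratio | Controls: Buffer (low) and maximal DAMGO (high)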
TRPC6 inhibitor = blocks the mouse TRPC6 cation channel. Q61143. HEK293-TRPC6, membrane potential dye, ACh-evoked depolarization; hits give low values. actives 1.1% (n = 310,000). B-score at 10 µM;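 active = B-score under library mean minus 3 SD, initial fluorescence not abnormally high, positive integrated signal ratio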;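 note: B-score derived from integrated fluorescence ratio over the kinetic read; more negative B-score means stronger inhibition of depolarization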
ANO1 activ = activators or potentiators of mouse TMEM16A chloride channel; Q8BHY3; HEK293 TMEM16A/YFP-H148Q/I152L, iodide quench fluorescence; hits give low values; B-score at 10 µM; actives 0.3% (n = 340,000);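 active = fluorescence-ratio B-score plate-corrected deviation score at least 3 library SD below zero, with starting fluorescence score within 5 deviations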;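 note: channel opened by trigger with iodide after compound preincubation; score built on the fluorescence ratio of max minus min over baseline; more negative score means more quench and so TMEM16A activation or potentiation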
TMEM16A inh = mouse TMEM16A channel inhibition, primary screen | HEK293 TMEM16A/YFP iodide influx fluorescence, ionomycin | normalized B-score (activity score, 25-100; higher = stronger inhibition) at 10 µM | actives 1.2% (n = 310,000);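 active = ratio plate-corrected score three or more library SD toward inhibition, starting fluorescence score within five deviations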;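 note: score derived from kinetic fluorescence span divided by baseline fluorescence per well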
MrgX1 antag = human MrgX1 receptor antagonism, primary screen; MRGX1-HEK293 calcium flux, Fluo-4, BAM8-22 antagonism; hits give low values; B-score at 10 µM; actives 1.3% (n = 310,000);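 active = calcium-response B-score plate-corrected more than 3 library SD below zero, starting fluorescence within 5 deviations, no agonist response on first addition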;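 note: peak minus trough fluorescence over baseline after final BAM8-22 challenge near maximal dose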
Target sequence (Q96LB2 whole entry, looked up): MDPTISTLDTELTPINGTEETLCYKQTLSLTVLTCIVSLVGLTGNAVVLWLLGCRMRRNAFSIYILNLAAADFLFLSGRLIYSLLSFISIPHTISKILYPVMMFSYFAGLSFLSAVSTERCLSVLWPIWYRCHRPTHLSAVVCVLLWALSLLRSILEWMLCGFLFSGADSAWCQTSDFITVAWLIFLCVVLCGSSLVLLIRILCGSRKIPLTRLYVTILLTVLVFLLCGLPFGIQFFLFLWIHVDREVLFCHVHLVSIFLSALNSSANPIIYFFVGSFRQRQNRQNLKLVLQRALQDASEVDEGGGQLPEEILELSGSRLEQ
MrgX1 PAM = human MrgX1 positive allosteric modulation, primary screen; Q96LB2; MrgX1-HEK293, Fluo-4 calcium flux, FDSS; hits give high values; B-score at 10 µM; actives 0.63% (n = 310,000);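 active = plate-corrected calcium response at least 3 library SD above typical, normal starting fluorescence, not activating the receptor alone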;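 note: compound read alongside a low EC10 to EC30 dose of BAM8-22 agonist; peak minus trough fluorescence over baseline measured at the second addition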
MrgX1 agonist = agonists of human MrgX1 receptor | MrgX1-HEK293 cells, Fluo-4 calcium fluorescence, agonist mode; hits give high values | B-score at 10 µM | actives 0.44% (n = 310,000) | AID 588627;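 active = calcium response B-score plate-corrected fluorescence ratio at least 3 library SD, with starting fluorescence B-score inside 5 SD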
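System: HEK293 cells stably expressing human MrgX1 receptor; Dosing: test compound in the initial addition of three; Schedule: overnight plating, then 30 min 37 °C plus 30 min room-temperature dye loading; Detection: kinetic calcium dye fluorescence, Fluo-4 NW; Controls: per-plate positive and negative controls for Z′ factor.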
Starred values were filed as active, the others as inactive; i = inactive; · = no result given.

Fields – SKKanGAS inh | TRPC4 PAM | TRPC6 activator | TRPC4 inh | TRPC4 agonist | TRPC6 inhibitor | ANO1 activ | TMEM16A inh | MrgX1 antag | MrgX1 PAM | MrgX1 agonist
- CCN(CC(=O)NCCCN1CCOCC1)S(=O)(=O)c1ccc(Cl)cc1
    -3 | i | i | i | i | i | i | i | i | i | i
- CSc1ccc(N2C(=O)NC3(CCCCC3)C2=O)cc1
    1 | i | i | i | i | i | i | i | i | i | i
- O=C(/C=C/c1ccccc1Cl)N(Cc1cccs1)C1CCS(=O)(=O)C1 (stereo not given)
    24 | i | i | i | i | i | i | i | i | i | i
- O=C1C=CC[C@H](/C=C/C[C@@H](O)C[C@H](O)CCc2ccccc2)O1
    -2 | i | i | i | i | i | · | i | i | i | i
- Cc1ccc(NC(=O)Cn2c(=O)n(Cc3ccco3)c(=N)c3c4c(sc32)COC(C)(C)C4)cc1
    5 | i | i | i | i | i | i | i | i | i | i
- CC1(C)C2CCC1(CS(=O)(=O)N1CCC(C(N)=O)CC1)C(=O)C2 (stereo not given)
    -4 | i | i | i | i | i | i | i | i | i | i
- Cc1cc(SC(C)C(=O)Nc2c(C)n(C)n(-c3ccccc3)c2=O)nc2ccccc12 (stereo not given)
    -3 | i | i | i | i | i | i | i | i | i | i
- COc1cc(-c2nnc(NC(=O)CCS(=O)(=O)c3ccccc3)o2)cc(OC)c1OC
    -12 | i | i | i | i | i | i | i | i | i | i
- CCOC(=O)Nc1ccc2c(CN3CCC(C(=O)OC)CC3)cc(=O)oc2c1
    3 | i | i | i | i | i | i | i | i | i | i
- CCOc1ccc(CNC(=O)Cn2nc(C)n3nc(-c4ccccc4)cc3c2=O)cc1
    36 | i | i | i | i | i | i | i | i | i | i
- COc1ccc(N(CC(=O)Nc2ccc(S(=O)(=O)N3CCOCC3)cc2)S(=O)(=O)c2ccccc2)cc1
    3 | i | i | i | i | i | i | i | i | i | i
- CCCN1CCC(=O)N([C@H](CSc2ccc(OC)cc2)CC(C)C)CC1
    2 | i | i | i | i | i | i | i | i | i | i
- Cc1cc(C)n(-c2nc3c(c(=O)[nH]c(=O)n3C)n2CC(O)COc2ccc(Cl)cc2Cl)n1 (stereo not given)
    -4 | i | i | i | i | i | i | i | i | i | i
- CCOc1ccc(-n2c(C)c(C(C)=O)c3cc(OC(C)=O)ccc32)cc1
    9 | i | i | i | i | i | i | i | i | i | i
- Cc1cc(NS(=O)(=O)c2ccc(NC(=O)Nc3cccc(C(F)(F)F)c3)cc2)no1
    6 | i | i | i | i | i | i | i | i | i | i
- COc1cc(CNCCc2ccccc2F)ccc1OCC(=O)N1CCCCC1
    2 | i | i | i | i | i | i | i | i | i | i
- CC12CCC(C(=O)Nc3cccc(Cl)c3Cl)([C@H](Br)C1=O)C2(C)C (stereo not given in full)
    54* | i | i | i | i | i | i | i | i | i | i
- COc1ccc(CN(C(=O)c2oc3ccccc3c2C)C2CCS(=O)(=O)C2)cc1 (stereo not given)
    -3 | i | i | i | i | i | i | i | i | i | i
- O=C(CSCc1ccc(Cl)cc1)N1CCCCC1
    -10 | i | i | i | i | i | i | i | i | i | i
- CCc1cc(=O)[nH]c(SCc2ccc(C)cc2)n1
    5 | i | i | i | i | i | i | i | -4.7* | i | i
- O=c1[nH]cnc(O)c1C(c1ccc(F)cc1)c1c(O)nc[nH]c1=O
    -5 | i | i | i | i | i | i | i | i | i | i
- CC1(C)C(c2cccs2)=[N+]([O-])C2(CCCCC/C2=N\NC(N)=S)N1O (stereo not given)
    -9 | i | i | i | i | i | i | i | i | i | i
- CC(C)(C)NC(=O)CN(C(=O)C(=O)Nc1ccc2c(c1)OCCO2)N1CCOCC1
    -1 | i | i | i | i | i | i | i | i | i | i
- O=C(O)Cc1ccc(O)cc1
    1 | i | i | i | i | i | i | i | i | i | i
- CCCN1CCC(=O)N([C@H](COc2ccccc2)Cc2ccccc2)CC1
    2 | i | i | · | i | i | i | i | i | i | i
- O=C(Nc1ccc2c(c1)OCO2)N1CCN(C/C=C/c2ccccc2)CC1
    -2 | i | i | i | i | i | i | i | i | i | i
- O=C(NCCCN=C1NS(=O)(=O)c2ccccc21)c1ccc(F)cc1
    6 | i | i | i | i | i | i | i | i | i | i
- COc1cc(OC)cc(-c2nc3ccccc3c(=O)n2OC(=O)c2ccc(C)c(C)c2)c1
    14 | i | i | i | i | i | i | i | i | i | i
- COc1ccc(S(=O)(=O)NCC(=O)Nc2ccc3c(c2)OCCO3)cc1OC
    -1 | i | i | i | i | i | i | i | i | i | i
- COc1ccc(NC(=S)NNC(=O)CNc2ccc(Cl)cc2)cc1
    · | i | i | i | i | i | i | i | i | i | i
- Cc1ccc(S(=O)(=O)NC(C)(C)CSc2nnc(Nc3ccccc3)s2)cc1
    9 | i | i | i | i | i | i | i | i | i | i
- COC(=O)c1ccc(-c2noc(CN3CCCCC3c3nccn3C)n2)cc1 (stereo not given)
    -5 | i | i | i | i | -5.1* | i | i | i | i | i
- O=C(NNC1=NCCC1)c1cccc(S(=O)(=O)N2CCCCC2)c1
    8 | i | i | i | i | i | i | i | i | i | i
- O=C(Nc1ccnn1C1CCN(Cc2ccn[nH]2)CC1)c1ccccc1
    -13 | i | i | i | i | i | i | i | i | i | i
- COc1cc(CNCc2ccccn2)ccc1OCC(N)=O
    7 | i | i | i | i | i | i | i | i | i | i
- CC(C)CN(C(=O)COC(=O)C1c2ccccc2Oc2ccccc21)C1CCS(=O)(=O)C1 (stereo not given)
    · | · | · | · | · | · | i | i | i | i | i
- COc1cccc(N(C(=O)c2nc3nccc(C)n3n2)c2nc3ccccc3s2)c1
    5 | i | i | i | i | i | i | i | i | i | i
- Cc1cc(Cl)ccc1NC(=O)c1ccc2c(c1)OCO2
    1 | i | i | i | i | i | i | i | i | i | i
- Cc1cc(C(=O)COc2ncnc3sccc23)c(C)n1C1CC1
    1 | i | i | i | i | i | i | i | i | i | i
- O=C(OCCCN1C(=O)c2ccccc2C1=O)c1ccco1
    -3 | i | i | i | i | i | i | i | i | i | i
- CC1=CC(C)(C)Nc2ccc(C)cc21
    -11 | i | i | i | i | i | i | i | i | i | i
- O=C(NC1CCCCC1)N1CCCC1
    -1 | i | i | i | i | i | i | i | i | i | i
- CCC(C)c1ccc(O)c(NC(=O)c2ncn[nH]2)c1 (stereo not given)
    -6 | i | i | i | i | i | i | i | i | i | i
- CCOC(=O)N1CCN(C(=O)c2ccc(Cl)c(S(=O)(=O)N3CCOCC3)c2)CC1
    -2 | i | i | i | i | i | i | i | i | i | i
- O=C(COc1cccc(NC(=O)c2cccc([N+](=O)[O-])c2)c1)c1ccc(F)cc1
    1 | i | i | i | i | i | i | i | i | i | i
- CNc1nc(N)c(C(=O)C23CC4CC(CC(C4)C2)C3)s1
    -5 | i | i | i | i | i | i | i | i | i | i
- O=C(Cn1c2ccccc2c(=O)c2ccccc21)Nc1cccc(F)c1
    -11 | i | i | i | i | i | i | i | i | i | i
- O=C1CC(C(=O)O)S/C(=N\NC(=O)c2ccc(F)cc2)N1 (stereo not given)
    2 | i | i | i | i | i | i | i | i | i | i
- c1cncc(-c2nc(-c3ccc4c(c3)OCO4)cs2)c1
    -5 | i | i | i | i | i | i | i | i | i | i
- COCc1cc(C)n(CC(=O)Nc2ccc(N3CCOCC3)c(Cl)c2)c(=O)c1C#N
    -3 | i | i | i | i | i | i | i | i | i | i
- O=C(CSc1nc2[nH]ncc2c(=O)n1-c1ccccc1)NCc1cccs1
    -6 | i | i | i | i | i | i | i | i | i | i
- CCOc1ccc(S(=O)(=O)N2CCCC(C(=O)Nc3cccc(C)c3)C2)cc1 (stereo not given)
    0 | i | i | i | i | i | i | i | i | i | i
- O=C(Nc1ccc(N2CCN(C(=O)c3ccco3)CC2)cc1)c1ccccc1F
    1 | i | i | i | i | i | i | i | i | i | i
- O=C1/C(=C\c2cccnc2)Sc2ccccc21
    6 | i | i | i | i | i | i | i | i | i | i
- CCOC(=O)N1CCC(NC(=O)c2ccc(N3CCC4(CC3)OCCO4)c([N+](=O)[O-])c2)CC1
    0 | i | i | i | i | i | i | i | i | i | i
- COc1ccccc1NC(=O)NCCc1ccccc1
    · | i | i | i | i | i | i | i | i | i | i
- Cc1cc(OCC(=O)N(C)c2ccccc2)cc2c1C(=O)CC(C)(C)O2
    -6 | i | i | i | i | i | i | i | i | i | i
- COc1ccc(C)cc1N(CC(=O)NC1CCCC1)C(=O)Cn1nnc(-c2ccc(C)o2)n1
    -3 | i | i | i | i | i | i | · | · | · | ·
- CC(=O)Nc1ccc(SCC(=O)c2cc(C)ccc2C)cc1
    -7 | i | i | i | i | i | i | i | i | i | i
- Cn1c(SCc2ccccc2)nnc1-c1cccs1
    -5 | i | i | i | i | i | i | i | i | i | i

Going on with the list.
Fields – SKKanGAS inh | TRPC4 PAM | TRPC6 activator | TRPC4 inh | TRPC4 agonist | TRPC6 inhibitor | ANO1 activ | TMEM16A inh | MrgX1 antag | MrgX1 PAM | MrgX1 agonist
- NC(=O)CSc1cn(Cc2cccc(F)c2)c2ccccc12
    -3 | i | i | i | i | i | i | i | i | i | i
- COc1ccc(NC(=O)COc2ccc(N(C)S(=O)(=O)c3ccc(Cl)cc3)cc2)cc1OC
    0 | i | i | i | i | i | i | i | i | i | i
- COC(=O)c1ccc(NC(=O)C2CC(=O)N(c3cc(C)ccc3C)C2)cc1 (stereo not given)
    2 | i | i | i | i | i | i | i | i | i | i
- CC(CNC(=O)C(=O)NC(C)CCc1ccccc1)Cc1ccccc1 (stereo not given)
    0 | i | i | i | i | i | i | i | i | i | i
- Cc1oc2cc(OC(C)C(=O)O)ccc2c(=O)c1Oc1ccccc1 (stereo not given)
    -3 | i | i | i | i | i | i | i | i | i | i
- COc1ccc(CN(C)C(=O)c2cccc(NS(=O)(=O)c3ccccc3)c2)c(OC)c1
    4 | i | i | i | i | i | i | i | i | i | i
